# Screening results from PubChem.
# MOR-DOR ag: agonists of human mu-delta opioid receptor heterodimerization; P35372+P41143; cells, OPRM1-OPRD1 heterodimerization, luminescence; activation, % at 9.3 µM; 340,000 tested, 0.3% active; AID 504326; in the data active = activation above about 18%;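 note: 0% = vehicle-treated cells and 100% = reference agonist; values of inactives mirror those of a sister screen read the other way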
# phage Ecoli inh: E. coli growth loss with phage present; 360,000 tested, 0.26% active; growth absorbance; inhibition, % at 11.9 µM; in the data active = inhibition above about 11%
# HTR5A inv ag: counter-screen for OPRM1-OPRD1 inverse agonists: human HTR5A inverse agonism; 340,000 tested, 0.083% active; inhibition, % at 9.3 µM; P47898; HTR5A cell line, luminescence; in the data active = inhibition mostly above about 23%, no sharp cut-off; inactive = mostly below about 18%;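 note: 0% = cells with DMSO and 100% = no-cell wells with DMSO; some compounds called inactive have numbers as strong as hits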
# OPRM1-OPRD1 inv: mu-delta opioid heterodimer inverse agonism; P35372+P41143; 340,000 tested, 0.21% active; inhibition, % at 9.3 µM; cell-based MOR-DOR heterodimer luminescence; in the data active = inhibition above about 22%, passing the limit was not always enough;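 note: 0% = cells with DMSO and 100% = wells without cells with DMSO; values of inactives mirror those of a sister screen read the other way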
# PfHsp90 set2: reduces growth (ATP signal) of yeast expressing P. falciparum Hsp90 | S. cerevisiae expressing PfHsp90, BacTiter-Glo ATP, 48 h; yeast lacking PDR1 and PDR3 efflux regulators | inhibition, % at 9.4 µM | AID 504621 | 310,000 tested, 0.32% active;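 active = every replicate shows inhibition above about 80%, whatever the replicate mean, limit read from the data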;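 note: 0% = DMSO neutral controls and 100% = 20 µM radicicol positive controls; yeast relying on Plasmodium falciparum Hsp90 in place of its own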
# DSG3 Ab inh: human desmoglein-3 autoantibody binding inhibition. P32926. DSG3-coupled beads, scFv-anti-DSG3-GFP binding, flow cytometry; active compounds read low. binding (percent of control), % at 10 µM. 310,000 tested, 0.48% active. AID 588358;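 active = binding more than 3 SD below its plate's average and above zero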;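 note: hits lower antibody fragment binding to DSG3; some compounds called inactive have numbers as strong as hits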
# Target sequence (P32926 whole entry, looked up, the tested form may be a part): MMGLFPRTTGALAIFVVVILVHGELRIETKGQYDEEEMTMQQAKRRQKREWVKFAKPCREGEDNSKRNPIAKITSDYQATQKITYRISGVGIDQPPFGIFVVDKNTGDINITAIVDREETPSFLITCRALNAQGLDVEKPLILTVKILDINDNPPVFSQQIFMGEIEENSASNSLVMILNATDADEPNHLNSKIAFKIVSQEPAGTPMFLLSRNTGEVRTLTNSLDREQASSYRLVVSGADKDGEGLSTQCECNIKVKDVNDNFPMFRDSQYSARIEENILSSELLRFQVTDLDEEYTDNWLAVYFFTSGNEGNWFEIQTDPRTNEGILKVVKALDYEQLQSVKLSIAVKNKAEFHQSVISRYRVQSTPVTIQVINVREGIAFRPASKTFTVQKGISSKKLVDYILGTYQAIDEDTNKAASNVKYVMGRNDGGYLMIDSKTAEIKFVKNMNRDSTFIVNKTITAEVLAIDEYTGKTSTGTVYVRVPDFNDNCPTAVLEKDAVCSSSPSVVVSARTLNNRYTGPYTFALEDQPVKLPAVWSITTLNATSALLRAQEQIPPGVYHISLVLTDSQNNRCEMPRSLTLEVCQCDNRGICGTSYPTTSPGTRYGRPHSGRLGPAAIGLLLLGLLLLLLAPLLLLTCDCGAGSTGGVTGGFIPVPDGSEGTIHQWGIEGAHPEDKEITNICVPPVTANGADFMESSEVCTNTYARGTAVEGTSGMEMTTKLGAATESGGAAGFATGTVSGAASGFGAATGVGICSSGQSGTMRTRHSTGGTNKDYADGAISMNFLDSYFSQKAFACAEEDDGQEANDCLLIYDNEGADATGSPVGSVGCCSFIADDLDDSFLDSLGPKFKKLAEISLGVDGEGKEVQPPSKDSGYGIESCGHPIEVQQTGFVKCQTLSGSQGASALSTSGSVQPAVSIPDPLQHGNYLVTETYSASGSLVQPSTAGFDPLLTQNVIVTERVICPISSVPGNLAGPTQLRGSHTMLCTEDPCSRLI
# PKA-R1A act: activators of PKA-R1A complex; P00514+P68181; PKA-R1A dissociation, Cy5-IP20 fluorescence polarization; scaled: DMSO 0%, 113 µM cGMP 100%; activation, % at 11.4 µM; 340,000 tested, 0.083% active;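 active = percent activation above the mean of all tested compounds plus 3 SD, cut at about 19% in these data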;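 note: higher means more PKAc released from R1A so a rise in polarization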
# E coli growth: counter-screen for AddAB inhibitors: E. coli growth inhibition. 330,000 tested, 0.27% active. inhibition, % at 11.9 µM. E. coli V3065 growth, OD600 absorbance, 18 h;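 active = inhibition above the campaign's mean inhibition across all tested compounds plus 3 SD, cut at about 9.9% in these data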;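 note: uninfected addAB+ strain grown without phage in ampicillin broth; 0% = DMSO wells and 100% = ciprofloxacin 0.95 µg/ml wells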
# HTR5A ag: HTR5A agonism, opioid heterodimer counter-screen; P47898; HTR5A agonist assay, luminescence, cell-based; 340,000 tested, 0.61% active; activation, % at 9.3 µM; in the data active = activation mostly above about 9.5%, no sharp cut-off; inactive = mostly below about 7.6%;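 note: 0% = cells with vehicle only and 100% = reference agonist; strong numbers were not always called active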
# SUMO Mot1 rescue: SUMOylation pathway inhibition by Mot1-301 growth rescue; AID 2716; 320,000 tested, 1% active; growth rescue, % at 18.8 µM; S. cerevisiae Mot1-301 growth rescue, ATP luminescence, 38.5C; percent above DMSO median, 100 means doubled;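 active = every valid replicate shows activation above 250% relative to neutral control wells; inactive = the rest, any valid replicate at or below 250%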;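 note: OY570 slx delta 5 strain wells were the positive control but not used for scaling; some compounds called inactive have numbers as strong as hits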
# AddAB inh: less growth of phage-infected E. coli with AddAB; E. coli expressing H. pylori AddAB, absorbance growth; inhibition, % at 11.9 µM; 330,000 tested, 0.29% active; in the data active = inhibition above about 12%;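 note: 0% = vehicle wells of infected cells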
# The depositor's hits bear a star; · = not tested or not shown.
SMILES,MOR-DOR ag,phage Ecoli inh,HTR5A inv ag,OPRM1-OPRD1 inv,PfHsp90 set2,DSG3 Ab inh,PKA-R1A act,E coli growth,HTR5A ag,SUMO Mot1 rescue,AddAB inh
COc1ccc2nc(SCC(N)=O)[nH]c2c1,-0.2,2.9,6,1,·,90,2,-0.7,-2,0,-0.2
CSc1ccc(/C=N/NC(=O)CNc2cccc3ccccc23)cc1,2.9,3.1,-15,-21,-1,92,-8,-3.2,6,3,-1.1
CCn1cc(Br)c(C(=O)Nc2ccc(F)c(Cl)c2)n1,-0.7,1.4,-35,4,8,101,2,-5.1,1,3,1.8
CC(C)SC1=NC(C)(C)C=C(/C=C/c2c(Cl)cccc2Cl)N1,0.8,·,19,-3,-29,107,7,0.3,3,-18,2.3
CC(C)(C)c1ccc(S(=O)(=O)NC(Cc2ccccc2)C(=O)O)cc1 (stereo unspecified),-1.2,0.5,0,7,3,111,0,-1.3,0,-6,2.0
COc1ccc(-n2c(COc3ccc4c(c3)OCO4)nnc2SCC(=O)O)cc1,-1.8,3.5,17,9,-8,99,-9,1.0,4,-3,2.1
Cc1cccc(OCC(=O)NCCCNC(=O)c2cccnc2)c1,0.3,3.3,8,-2,-3,97,-6,0.4,-2,-3,2.5
Cc1cc(C)cc(OCCCC(=O)O)c1,-1.6,1.1,-28,7,1,97,-2,-0.5,11,21,0.3
COc1cccc2c(=S)c(CCC(C)=O)c(C)[nH]c12,0.7,4.2,-13,-4,18,94,-11,1.0,4,6,1.1
C=CCOc1ccc(/C=C/C(=O)OCC(=O)NCCc2ccccc2)cc1,0.4,5.4,-16,-2,1,101,9,0.0,5,-18,0.8
COC(=O)c1ccccc1S(=O)(=O)N(CCCN1CCOCC1)Cc1cccs1,-0.7,-1.7,-10,4,11,99,-1,-3.1,3,2,-5.1
Cc1sc2nc(COC(=O)c3ccc(O)cc3)[nH]c(=O)c2c1C,0.6,1.4,13,-3,15,83,-18,-0.9,4,-12,1.9
CCc1cc(CNC(=O)c2ccc(OC3CCN(C(C)=O)CC3)c(OC)c2)on1,-3.8,0.7,8,20,18,·,7,0.4,-2,0,0.0
O=c1c2ccccc2oc2cc(-c3ccc(CN4CCOCC4)cc3)ccc12,3.0,0.0,-3,-17,-21,101,6,0.6,12,0,3.4
CC(C)C[C@@H](N)c1nnc(SCC(=O)c2ccc(Cl)cc2)o1,-1.1,3.0,-7,6,-12,105,6,-0.9,6,10,0.6
CC(=O)Nc1cc2c(cc1Cl)-c1ccc(F)cc1C2O (stereo unspecified),-1.2,4.1,-7,6,14,92,3,·,2,·,·
CCCNC(=O)c1sc2c(c1C(=O)Nc1ccccn1)CCCC2,11,-1.1,-22,-50,4,·,7,-1.1,-3,232,-0.2
COc1ccc(N2C(=O)C(Cl)=C(Nc3ccccc3OC)C2=O)cc1,-0.1,2.5,0,1,-1,95,-3,-0.8,0,16,1.1
Cc1cc(C)n(S(=O)(=O)c2ccc3oc(=O)ccc3c2)n1,0.2,1.8,12,-2,11,110,-13,-0.3,-2,-14,3.1
O=C1S/C(=C\c2ccccn2)C(=O)N1Cc1ccccc1F,3.8,2.8,17,-24,-6,95,5,0.3,4,-1,0.8
Cc1cc(OCC(=O)N[C@@H](Cc2c[nH]c3ccccc23)C(=O)O)c2c(C)c(C)c(=O)oc2c1,-2.6,-0.1,-26,15,6,100,-4,-0.2,3,368,1.2
Cc1[nH]c2ccccc2c1C(c1ccncc1)N1CCN(c2ccccn2)CC1 (stereo unspecified),-0.9,1.7,-7,4,-4,93,3,2.1,3,9,1.0
CCN(c1ccccc1)S(=O)(=O)c1c[nH]c2ccc([N+](=O)[O-])cc12,-0.6,2.0,13,3,-13,·,-8,-1.8,-3,126,1.7
COC(=O)c1cc(Cl)c(NC(=O)/C=C/c2ccc(OC)c(OC)c2)cc1OC,0.9,1.3,-43,-5,1,104,-7,-0.4,2,-3,-1.2
COc1ccc(-c2nc(O)c3cnccn23)cc1,0.8,3.3,0,-4,12,126,9,2.7,3,-7,4.7

# Single records, from the list above:
# `CCc1cc(CNC(=O)c2ccc(OC3CCN(C(C)=O)CC3)c(OC)c2)on1` as listed: MOR-DOR ag = -3.8; phage Ecoli inh = 0.7; HTR5A inv ag = 8; OPRM1-OPRD1 inv = 20; PfHsp90 set2 = 18; DSG3 Ab inh = ·; PKA-R1A act = 7; E coli growth = 0.4; HTR5A ag = -2; SUMO Mot1 rescue = 0; AddAB inh = 0.0
# `Cc1cc(OCC(=O)N[C@@H](Cc2c[nH]c3ccccc23)C(=O)O)c2c(C)c(C)c(=O)oc2c1` as listed: MOR-DOR ag = -2.6; phage Ecoli inh = -0.1; HTR5A inv ag = -26; OPRM1-OPRD1 inv = 15; PfHsp90 set2 = 6; DSG3 Ab inh = 100; PKA-R1A act = -4; E coli growth = -0.2; HTR5A ag = 3; SUMO Mot1 rescue = 368; AddAB inh = 1.2

# Next part
SMILES,MOR-DOR ag,phage Ecoli inh,HTR5A inv ag,OPRM1-OPRD1 inv,PfHsp90 set2,DSG3 Ab inh,PKA-R1A act,E coli growth,HTR5A ag,SUMO Mot1 rescue,AddAB inh
CCOc1c2ccccc2nn1CCO,-1.0,2.9,22,6,-7,95,0,1.9,-3,139,3.3
O=C(NC1CCCC1)C1CC(=O)N(CCc2ccccc2)C1 (stereo unspecified),0.9,3.0,-57,-5,8,105,-2,0.9,2,-17,1.3
Cc1c(C)c2ccc(OCC(=O)Nc3ccc(N4CCC(C)CC4)cc3)cc2oc1=O,3.6,0.6,6,-19,-51,79,-17,-1.9,5,1,4.4
CCN(C[C@H]1N[C@@](CC)(C(=O)OC)[C@H]2C(=O)N(C)C(=O)[C@@H]12)C(=O)C1CCCCC1,-2.2,2.3,-8,10,-8,90,-9,-0.9,2,·,2.2
O=C1c2ccccc2C(=O)N1CCC#Cc1ccc2cc(C3(O)CCCCC3)oc(=O)c2c1,-2.5,2.1,11,12,13,102,4,0.3,3,3,1.4
O=C(Nc1ccc2c(c1)OCO2)Nc1ccc(Br)cn1,6.5,2.4,-34,-35,33,104,-4,2.5,5,-14,4.2
Cc1cccc(C(=O)N(c2ccccn2)C(C)c2ccco2)c1 (stereo unspecified),-2.1,1.4,0,10,-3,102,-6,-1.9,0,4,1.0
O=C(c1cncc(Br)c1)N1CCN(S(=O)(=O)c2ccccc2)CC1,-1.9,1.7,7,10,5,111,8,-0.4,7,-3,-0.6
CN(c1ccc(C(=O)Nc2ccccn2)cc1)S(=O)(=O)c1ccccc1,-2.2,6.3,9,12,7,98,-4,1.4,-4,-7,0.5
CCOc1cc(N2CCOCC2)c(OCC)cc1NC(=O)c1cccc(N(C)C)c1,4.8,0.3,-12,-22,10,94,3,2.5,-1,-3,1.7
O=C(CN(Cc1ccccc1)C(=O)CCC(=O)Nc1nccs1)NCc1ccc(F)cc1,0.7,-1.4,6,-5,-12,133,-7,-0.6,-2,-9,3.3
O=C(Nc1ccc(Cl)cc1)N(C1=NCCC1)c1ccc(OC(F)F)cc1,0.1,6.5,-1,0,14,108,4,2.1,2,-10,3.8
C/C(=N\Nc1nc2ccccc2[nH]1)c1cc2ccccc2o1,3.1,2.5,-16,-21,9,99,-11,-1.4,-3,25,-3.1
CC(c1ccccn1)N(CCN(C)C)C(=S)Nc1ccccc1F (stereo unspecified),-0.1,1.1,-14,1,·,105,-2,-1.7,4,10,-3.5
Cn1c(CN2CCOCC2)nnc1SCC(=O)NC1CCCCC1,1.7,3.2,-8,-9,·,98,0,0.6,-1,-11,1.1
Cc1cc(NC(=O)CSc2nnc(-c3c[nH]c4ccccc34)n2C)no1,-0.7,1.8,-5,4,20,102,0,0.3,2,-5,1.2
NS(=O)(=O)c1ccc2nc(NC(=O)Nc3ccc(F)cc3)sc2c1,-0.1,1.1,1,1,-16,98,-13,-0.2,0,4,-1.0
COc1ccc(C(=O)c2ccc3oc(-c4ccc(OC)cc4)c(C#CCCO)c3c2)cc1,-1.9,2.2,-3,9,3,98,-1,1.7,5,-13,1.6
Cc1c(-c2nc3ccccc3[nH]2)cnn1C,-0.2,0.8,6,1,-19,·,1,-1.5,-2,0,1.4
C=CC[C@@H](CC(=O)N[C@@H](CO)Cc1ccccc1)C(=O)N[C@H](COC(=O)[C@H](CC=C)CC(=O)OC(C)(C)C)Cc1c[nH]c2ccccc12,0.1,0.0,-27,-1,1,102,-6,0.7,11,-7,-0.2
CC(NC(=O)c1cccs1)c1nnc(SCc2ccc(Cl)cc2Cl)n1C (stereo unspecified),1.4,5.0,-9,-6,39,99,-5,0.8,1,141,3.9
COc1ccc(C2c3c(-c4ccccc4O)n[nH]c3C(=O)N2Cc2ccco2)cc1 (stereo unspecified),1.0,4.4,16,-5,-15,93,-8,0.3,5,-5,-1.6
O=c1c2nnn(Cc3ccccc3)c2ncn1C/C=C/c1ccccc1,-0.8,3.9,-3,5,-3,81,5,2.1,-2,-5,-1.1
COc1ccc(C(C)C)cc1S(=O)(=O)N1CCC(C(=O)N2CCN(C)CC2)CC1,0.2,2.1,8,-1,-10,103,-3,2.0,4,-17,2.1
O=C(C1CCN(S(=O)(=O)c2ccccc2)CC1)N1CCN(c2ccccc2)CC1,-2.7,0.7,-22,15,-4,95,-1,1.2,2,-6,5.2
SMILES,MOR-DOR ag,phage Ecoli inh,HTR5A inv ag,OPRM1-OPRD1 inv,PfHsp90 set2,DSG3 Ab inh,PKA-R1A act,E coli growth,HTR5A ag,SUMO Mot1 rescue,AddAB inh
CC(C)(C)c1ccc(OCCNC(=O)c2ncn[nH]2)cc1,0.0,2.3,2,0,7,97,0,2.1,2,116,2.1
CC(C)Sc1ccc([N+](=O)[O-])cc1C(=O)Nc1ccncc1,-0.5,-0.4,-5,3,13,118,0,1.6,6,-34,0.3
COc1ccc(S(=O)(=O)N2CCN(C(=O)c3cccs3)CC2)cc1OC,-0.8,·,12,4,8,93,-10,-0.4,2,10,0.6
COc1ccc(OC(=O)COc2ccccc2C)cc1,·,0.2,·,·,·,93,·,-0.7,·,-7,-0.3
O=C(CCc1nnc(Cc2ccc3c(c2)OCO3)o1)NCCc1ccccc1Cl,-1.8,2.6,-15,9,-2,95,-3,0.5,11*,0,1.3
O=C(NCc1ccccn1)c1ccc2c(c1)N(Cc1ccccc1)CCS2,-3.2,1.3,20,16,-26,89,-7,1.3,8,196,0.9
Cn1c(=O)[nH]c(=O)c2c1nc(N1CCOCC1)n2CC(O)COc1ccc2ccccc2c1 (stereo unspecified),-0.5,2.7,1,2,-51,104,0,2.6,0,-16,5.2
c1nnnn1C12CC3CC(CC(C3)C1)C2,-0.9,1.7,26,5,-2,103,-4,0.3,3,8,1.2
Cc1ccccc1N1C(=O)c2cccc3cccc(c23)C1=O,-1.0,3.5,13,5,-50,116,4,2.0,-4,25,0.2
COCCNC(=S)N/N=C(\C)c1ccccc1OC,-1.3,3.3,-1,7,-26,103,0,0.8,0,0,2.3
CCN(CC)CCC(=O)N1C/C(=C/c2ccccc2)C(=O)/C(=C\c2ccccc2)C1,-7.8,1.2,18,34,-6,95,2,·,-5,·,·
CCOc1ccccc1NC(=O)Nc1cccc(C(C)=O)c1,0.0,1.7,12,0,·,101,-15,-0.5,-4,-11,1.0
Cc1c(Cl)cnc(NC(=O)COC(=O)[C@@H](NC(=O)c2ccco2)C(C)C)c1Cl,-0.4,3.3,26,1,-14,·,-2,1.3,2,16,1.9
